Compound activity deposited in PubChem by several laboratories.
TR-FRET SRC-2 ct = counter-screen for PPARgamma SRC-2 recruitment agonists: TR-FRET artefact; stronger effect = higher value; TR-FRET ratio at 8 µM; 0.4% of 200,000 active; in the data active = TR-FRET ratio above about 2000; note: inactives centre near 1500; reference of the scale not given here
PPARg SRC-3 ag = agonists of human PPARgamma SRC-3 coactivator recruitment | P37231 | activation, % at 8 µM | AID 731 | 0.26% of 200,000 active | biochemical PPARgamma/SRC-3 coactivator recruitment assay; in the data active = activation above about 23%;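 note: 0% = DMSO and 100% = reference agonist; some compounds past the cut are filed as inactive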
Target sequence (P37231 whole entry, looked up): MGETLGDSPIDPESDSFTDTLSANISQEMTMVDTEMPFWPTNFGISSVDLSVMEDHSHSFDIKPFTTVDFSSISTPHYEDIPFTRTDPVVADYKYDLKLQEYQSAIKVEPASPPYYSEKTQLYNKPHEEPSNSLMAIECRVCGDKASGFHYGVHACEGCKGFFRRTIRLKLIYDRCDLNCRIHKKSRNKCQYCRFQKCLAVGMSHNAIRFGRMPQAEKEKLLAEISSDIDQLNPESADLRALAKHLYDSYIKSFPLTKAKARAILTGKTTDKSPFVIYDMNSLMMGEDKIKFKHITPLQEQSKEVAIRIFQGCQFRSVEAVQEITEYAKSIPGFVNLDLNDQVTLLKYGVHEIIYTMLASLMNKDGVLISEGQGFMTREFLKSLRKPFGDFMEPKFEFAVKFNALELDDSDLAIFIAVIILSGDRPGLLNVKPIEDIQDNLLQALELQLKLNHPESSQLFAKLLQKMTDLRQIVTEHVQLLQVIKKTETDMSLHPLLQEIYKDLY
Lmaj promast = reduces viability of Leishmania major promastigotes | resazurin fluorescence viability | inhibition, % at 10 µM | 9% of 200,000 active; in the data active = inhibition above about 50%;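 note: promastigotes grown with compound for 44 hours at 28 °C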
PPARg SRC-1 ag = promotes SRC-1 coactivator recruitment by human PPARgamma | PPARgamma-SRC-1 coactivator recruitment biochemical assay | 0.41% of 200,000 active | activation, % at 8 µM | AID 631; in the data active = activation above about 19%;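 note: 0% = DMSO and 100% = reference agonist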
Redox H2O2 prof = compounds producing H2O2 with reducing agent – biochemical, NIH compound library profiling, artefact control for MLSCN library redox annotation, primary screen; activation, % at 10 µM; DTT-dependent redox cycling H2O2, phenol red/HRP absorbance; 100% = 100 µM peroxide control, 0% = buffer; 0.03% of 200,000 active;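 active = activation of at least 50% relative to the plate's high and low controls in the primary single-dose screen; inactive = activation below 50%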;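 note: compound incubated with DTT at 0.8 mM final as the reducing agent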
Efa HMGR inh = inhibitors of class II HMG-CoA reductase from Enterococcus faecalis; purified E. faecalis HMGR, NADPH absorbance 340 nm kinetic; AID 1066; inhibition, % at 10 µM; 0.41% of 190,000 active;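 active = inhibition above a set limit, the median over all tested compounds plus 3 SD, cut at about 9.5% in these data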;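 note: enzyme runs in reverse so mevalonate oxidation gives rising NADPH absorbance; 0% = complete reaction with DMSO and 100% = background rate lacking mevalonate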
ROMK primary = human ROMK K+ channel modulation, primary screen | P48048 | Tet-inducible ROMK, thallium flux fluorescence; actives lie on both sides | B-score at 10 µM | 2% of 130,000 active;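 active = signal ratio slope over the read window, or its plate-corrected B-score, at least 3 SD from the plate mean, either direction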;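 note: B-score of the F/F0 ratio slope over 7 to 12 s after thallium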
PPARg SRC2 recr = PPARgamma-driven SRC-2 recruitment agonism; AID 1032; 0.34% of 200,000 active; P37231; activation, % at 8 µM; PPARgamma LBD-SRC-2 recruitment, biochemical; in the data active = activation above about 22%;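 note: 0% = vehicle and 100% = reference agonist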
S1P3 antagonist = S1P3 (human) receptor antagonism. Q99500. CHO S1P3 NFAT-BLA reporter, FRET fluorescence, antagonist mode. inhibition, % at 4.98 µM. 0.27% of 170,000 active;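 active = inhibition above the plate cutoff, the mean inhibition of test wells on that plate plus 3 SD, cut at about 28% in these data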;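 note: cells challenged with S1P at its EC80 of 0.8 µM; blue over green emission ratio from cleaved BLA substrate after 4 h stimulation; 0% = S1P-stimulated wells and 100% = unstimulated DMSO-only wells; some compounds past the cut are filed as inactive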
Target sequence (Q99500 whole entry, looked up): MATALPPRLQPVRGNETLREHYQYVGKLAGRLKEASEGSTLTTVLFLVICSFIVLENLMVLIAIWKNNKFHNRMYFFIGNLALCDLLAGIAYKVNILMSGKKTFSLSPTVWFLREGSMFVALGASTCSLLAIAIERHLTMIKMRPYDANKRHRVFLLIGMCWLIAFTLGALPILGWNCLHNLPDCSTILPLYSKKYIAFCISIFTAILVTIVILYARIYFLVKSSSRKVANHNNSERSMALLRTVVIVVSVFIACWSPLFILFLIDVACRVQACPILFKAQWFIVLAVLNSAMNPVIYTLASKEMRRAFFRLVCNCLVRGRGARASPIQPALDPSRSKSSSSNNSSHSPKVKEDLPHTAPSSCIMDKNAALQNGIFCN
RAM inhibit = yeast RAM network inhibition | S. cerevisiae dse1pr::URA3 reporter, 5-FOA growth OD615, 2 d; analog-sensitive cbk1-as2 kinase mutant strain | inhibition, % at 50 µM | 1.8% of 190,000 active | AID 868;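 active = inhibition above a set limit, 3 SD over mean compound inhibition, cut at about 8.4% in these data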;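 note: 0% = DMSO-only wells with no growth and 100% = 10 µM 1-NA-PP1 full growth; inhibition rescues growth on 5-FOA so higher OD means more RAM inhibition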
bIAP inhibitor = intestinal alkaline phosphatase (bovine) inhibition; purified bovine IAP, CDP-star luminescence, 30 min; inhibition, % at 20 µM; 190,000 tested, under 10 active;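 active = over 50% inhibition of intestinal alkaline phosphatase at 20 µM in the single-dose screen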
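Assay system: bovine IAP enzyme; medium: DEA buffer 100 mM, pH 9.8, with MgCl2 1.0 mM, ZnCl2 0.02 mM; doses: 20 µM single dose; incubation: enzyme reaction for 30 min at room temperature; detection: CDP-star luminescence signal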
Starred values were filed as active, the others as inactive; x = not tested or not shown.

SMILES | TR-FRET SRC-2 ct | PPARg SRC-3 ag | Lmaj promast | PPARg SRC-1 ag | Redox H2O2 prof | Efa HMGR inh | ROMK primary | PPARg SRC2 recr | S1P3 antagonist | RAM inhibit | bIAP inhibitor
CCOC(=O)c1cnn(CCOC(=O)c2cccc(F)c2)c1NC(=O)c1cccc(F)c1 | 1411 | 1 | -2 | 6 | -0.7 | -3 | 0.39 | -6 | 16 | 2.2 | 4
CC1(C)CC(=O)C2=C(C1)N(c1ccc(F)cc1)C(=O)C2(O)C(F)(F)F (stereo not drawn) | 1595 | 10 | -7 | -6 | 1.5 | -4 | x | -1 | x | -1.2 | -2
CCOC(=O)c1c(C)[nH]c(C)c1C(=O)COC(=O)c1ccccc1O | 1637 | -3 | 3 | 2 | 0.0 | -9 | x | -1 | 7 | 1.0 | 49
Nc1c2c(nc3ccn(Cc4ccccc4)c(=O)c13)CCC2 | 1663 | -5 | 89* | 4 | 0.0 | 0 | -2.3 | 4 | 1 | 0.9 | 3
CCOc1cc(NC(=O)c2ccco2)c(OCC)cc1NC(=O)Cc1cccc(OC)c1 | 1538 | -8 | 63* | -11 | 1.3 | -2 | x | 6 | 11 | 6.2 | 14
O=C(COC(=O)CCCc1c[nH]c2ccccc12)Nc1ccc2c(c1)OCO2 | 1601 | 1 | -9 | 4 | 1.9 | -6 | 0.27 | -10 | 6 | 2.2 | 15
CCOC(=O)Nc1nc(-c2ccc(Cl)cc2Cl)cs1 | 1270 | -1 | -7 | -6 | 0.8 | 0 | -0.0082 | -1 | -5 | 0.7 | 10
COc1ccc([N+](=O)[O-])cc1NS(=O)(=O)c1ccc(Cl)c(C(=O)Nc2sc3c(c2C#N)CCCCC3)c1 | 1621 | -2 | -18 | 7 | 0.1 | -2 | 0.24 | -5 | 5 | 3.5 | -10
O=C(Nc1ncccn1)c1cc(-c2cccc(Br)c2)nc2ccccc12 | 1615 | 5 | 83* | 1 | 0.3 | -2 | 0.099 | 3 | 8 | 1.5 | -6
COc1ccc2c(c1)CCc1c(C(=O)NCCCn3ccnc3)noc1-2 | 1617 | -1 | 100* | 7 | -1.9 | -4 | -0.54 | 6 | -4 | -0.8 | 2
COc1cc(CN2CCN(S(=O)(=O)c3ccc(F)cc3)CC2)cc(OC)c1OC | 1579 | 8 | 3 | 7 | 1.4 | -3 | x | 3 | -7 | 0.8 | -2
CCC(=O)n1nc(-c2ccc(Cl)cc2)nc1NCc1ccccc1 | 1581 | 8 | -1 | 2 | -0.8 | -9 | x | 9 | x | 4.8 | 14
O=C(O)CCn1nnc(-c2ccccc2)n1 | 1512 | 0 | -4 | 0 | -0.1 | 1 | 0.075 | 1 | -2 | 1.2 | -3
COc1cccc(C2C(C#N)=C(N)OC3=C2C(=O)CC(c2ccco2)C3)c1OCc1ccc(F)cc1 (stereo not drawn) | 1433 | -5 | 76* | -3 | -0.1 | -2 | 0.6 | -5 | -27 | 1.5 | -2
NCCCC[C@H](N)c1nnc([C@H](CCC(=O)O)NC(=O)C2CCNCC2)o1 | 1629 | 0 | -6 | 4 | 0.6 | -1 | x | 8 | -5 | 2.2 | -4
CCOc1ccc(-n2cc(C(=O)N3CCCCCC3)c3cc(OC)c(OC)cc3c2=O)cc1 | 1609 | 12 | 12 | 4 | -0.6 | 1 | x | 2 | 26 | 1.4 | -9
CC(C)N(C)CCOC(=O)c1ccccc1Br | 1694 | 1 | -1 | 8 | -0.3 | 2 | 0.16 | 8 | -6 | 0.9 | 21
O=C(/C=C/c1ccc(-c2ccccc2[N+](=O)[O-])o1)c1ccco1 | 1743 | 1 | 59* | 10 | -0.3 | -5 | 0.32 | 11 | 1 | 3.6 | 13
COc1ccc(CNC(=O)C2CC(=O)N(c3ccc(OCC(=O)N4C(C)CCCC4C)cc3)C2)cc1 (stereo not drawn) | 1585 | 10 | 5 | 5 | 0.6 | 0 | 1 | 7 | -27 | 2.4 | -16
C/C(CCc1oc2ccc(Br)cc2c1-c1ccc(C)o1)=N/O | 1466 | -4 | -3 | -2 | -0.2 | -4 | 0.57 | 4 | 2 | 11* | 14
CCS(=O)(=O)CCSC(=N)N | 1524 | -1 | 5 | 2 | 1.7 | -1 | 0.97 | -3 | x | 0.8 | 15
COc1ccc(NC(=O)C2CCN(C(=O)c3cccs3)CC2)cc1 | 1391 | -4 | -3 | -2 | -1.9 | 0 | x | 3 | x | 2.6 | -1
CCOc1cc(N2CCOCC2)c(OCC)cc1NC(=O)COC(=O)CCc1c[nH]c2ccccc12 | 1405 | 1 | -1 | -8 | 1.9 | -7 | x | 7 | 6 | 3.2 | 1
CCC1=NN2C(=N)/C(=C\c3ccc(OCc4cc(=O)n5nc(CC)sc5n4)c(OC)c3)C(=O)N=C2S1 | 1630 | 2 | -4 | 12 | -1.5 | -3 | -0.66 | 4 | -7 | 3.3 | -3
CCC(NS(=O)(=O)c1ccc(C)cc1)C(=O)Nc1ccc(NC(C)=O)cc1 (stereo not drawn) | 1584 | -5 | -6 | -2 | 2.8 | -1 | x | 7 | 8 | 0.6 | 2
CC(=O)Nc1ccc(S(=O)(=O)N2CC3(C)CC2CC(C)(C)C3)cc1 (stereo not drawn) | 1631 | 2 | 47 | -3 | -0.3 | -1 | 0.89 | 5 | -13 | 2.0 | -8
CCOC(=O)c1c(N)sc2c1CCC(CC)C2 (stereo not drawn) | 1577 | 7 | -3 | 2 | 1.1 | -5 | x | 6 | x | -0.6 | 10
COc1ccccc1CN(Cc1nc2ccccc2c(=O)[nH]1)S(=O)(=O)c1ccc(C)cc1 | 1453 | 6 | 38 | 2 | 0.0 | 2 | -0.43 | 2 | x | 1.2 | 32
O=[N+]([O-])c1ccc(OCc2cnc(Cl)s2)cc1 | 1561 | -1 | -1 | -10 | -0.5 | 0 | -1.3 | -6 | -1 | 3.2 | 2
CC1CN(C(=O)/C(C#N)=C2\N=C(NC(=O)c3ccccc3Cl)c3ccccc32)CC(C)O1 (stereo not drawn) | 1710 | 7 | 0 | 1 | -0.7 | 1 | 0.85 | 17 | -1 | 1.7 | 2

Remaining list, next part
Screens in order – TR-FRET SRC-2 ct	PPARg SRC-3 ag	Lmaj promast	PPARg SRC-1 ag	Redox H2O2 prof	Efa HMGR inh	ROMK primary	PPARg SRC2 recr	S1P3 antagonist	RAM inhibit	bIAP inhibitor
Cc1ccc(Cn2ccnc2C(=O)Nc2ccccc2)cc1
 : 1827	0	-5	-1	-2.1	-6	-0.052	16	11	-0.1	12
CCOC(=O)c1ccc(N=C2S/C(=C\c3cc(C)n(-c4cccnc4)c3C)C(=O)N2C)cc1
 : 1482	-3	4	-4	2.3	2	1.4	-4	x	0.9	1
Cc1[nH]c(=S)[nH]c(=O)c1CCOc1ccccc1
 : 1709	-14	-3	8	0.1	4	0.56	-5	0	1.0	17
Cc1ccc(NC(=O)c2cc(-c3ccccc3)nn2-c2ccccc2)c(Br)c1
 : 1484	-4	69*	4	1.9	4	-0.073	3	-12	4.4	3
O=C(CNC(=O)c1ccc(Cl)cc1)OCC(=O)N1CCCC1
 : 1593	0	0	2	1.4	-2	0.51	4	-8	1.6	-8
CCOC(=O)C1=NN(c2ccc(C)cc2)CC1C(=O)OC (stereo not drawn)
 : 1521	1	-5	-2	-0.3	-1	0.74	2	0	-0.1	5
Cc1ccc(Cl)cc1NC(=O)COC(=O)Cn1cnc2c1c(=O)n(C)c(=O)n2C
 : 1626	-4	-4	6	-2.0	-4	-0.016	4	-1	0.7	6
CC1(C)CC(=O)C(/C=N/c2ccccn2)=C(O)C1
 : 1584	-3	-3	4	-1.6	0	x	1	-28	0.6	-3
CCCC(=O)NC(=S)Nc1cccc(NC(=O)c2ccccc2)c1
 : 1703	1	46	10	0.7	-2	x	10	7	4.8	-18
Cc1ccsc1-c1nc(CN2C[C@@H](C)O[C@@H](C)C2)c(C)o1
 : 1786	0	-3	5	-1.1	0	0.24	8	-8	0.4	-2
COc1ccc(CCN(C)C(=O)N2CCOCC2)cc1OC
 : 1507	-5	-6	-5	2.5	3	x	-2	-31	0.2	2
COc1ccc(CC(=O)NCCC2=CCCCC2)cc1
 : 1595	-1	10	0	-0.7	0	x	-2	13	0.4	1
Cc1cc(C)c2c(=O)[nH]c(SCC(=O)NCCc3ccccc3)nc2n1
 : 1631	14	-2	-4	0.4	2	x	0	x	1.1	12
CC1Cc2ccccc2N1CC(=O)NC(=O)NC1CCCC1 (stereo not drawn)
 : 1655	6	98*	6	-1.7	-2	-0.68	8	0	0.0	-6
COc1ccccc1/C=C1/C(=O)N(c2cc(C)cc(C)c2)C(c2cccc([N+](=O)[O-])c2)S1(=O)=O (stereo not drawn)
 : 1485	1	19	0	0.0	0	-0.37	-2	-1	3.8	-3
COc1ccccc1-n1cccc1C=O
 : 1393	0	-7	0	-0.2	-9	1.1	10	-15	-0.1	2
O=C(Nc1ccc(C(=O)Oc2ccccc2)c(O)c1)c1ccccc1
 : 1353	-2	-8	-2	0.2	3	-0.42	1	-1	1.5	6
CC(C)S(=O)(=O)C1=NSC2=NC(=O)/C(=C\c3ccc(-c4ccccc4)o3)C(=N)N21
 : 1740	2	40	7	0.6	-2	0.073	2	-3	14*	-6
O=C(Nc1ccc(OC(=O)c2cccnc2)cc1)c1cccnc1
 : 1502	-3	0	-3	2.1	1	x	-12	-29	1.4	4
O=C(NCCCCCCCCCNC(=O)C(F)(F)F)C(F)(F)F
 : 1521	-1	0	-9	19	-2	x	3	x	1.3	-3
CCn1c(SCc2ccc(F)cc2)nc2c(c1=O)SCC2
 : 1397	-1	31	-3	-0.3	2	-0.82	2	8	2.6	8
COc1ccc(N(C)C(=O)Nc2ccc3nsnc3c2)cc1
 : 1774	6	5	7	-1.6	1	-0.67	16	9	0.9	7
CCCc1cc(C(=O)Nc2ccc(C)cc2)no1
 : 1452	6	-9	-2	0.3	-2	x	-1	-22	2.3	16
O=C(CCSCCC(=O)Nc1c(F)c(F)c(F)c(F)c1F)Nc1c(F)c(F)c(F)c(F)c1F
 : 1415	-2	10	-4	-0.1	4	-0.88	-4	-9	1.4	4
O=C(NC1CCCCCC1)c1cc(S(=O)(=O)N2CCC3(CC2)OCCO3)ccc1F
 : 1448	-1	-5	-2	0.2	-3	-0.69	2	2	0.5	-85

3 structures from above, ordered by formula weight, descending.
Screens in order – TR-FRET SRC-2 ct	PPARg SRC-3 ag	Lmaj promast	PPARg SRC-1 ag	Redox H2O2 prof	Efa HMGR inh	ROMK primary	PPARg SRC2 recr	S1P3 antagonist	RAM inhibit	bIAP inhibitor
O=C(NC1CCCCCC1)c1cc(S(=O)(=O)N2CCC3(CC2)OCCO3)ccc1F
 : 1448	-1	-5	-2	0.2	-3	-0.69	2	2	0.5	-85
O=C(Nc1ccc(C(=O)Oc2ccccc2)c(O)c1)c1ccccc1
 : 1353	-2	-8	-2	0.2	3	-0.42	1	-1	1.5	6
CCn1c(SCc2ccc(F)cc2)nc2c(c1=O)SCC2
 : 1397	-1	31	-3	-0.3	2	-0.82	2	8	2.6	8
